Screening data from PubChem BioAssay.
IMP-1 inh: blocks Pseudomonas aeruginosa IMP-1 metallo-beta-lactamase | hit rate 0.45% among 290,000 | purified IMP-1, nitrocefin hydrolysis, epi-absorbance fluorescence | inhibition, % at 5.6 µM;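 active means inhibition above the mean plus 3 SD of all compounds in the same screening run, cut at about 4.5% in these data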;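 further: 0% = IMP-1 with DMSO and 100% = DMSO wells lacking enzyme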
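System – purified recombinant IMP-1 beta-lactamase · Input – IMP-1 dispensed at 0.2 nM · Timing – 15 min preincubation plus 25 min reaction at 25 °C · Signal – Epi-absorbance fluorescence, 480 nm excitation, 530 nm emission · Measure – percent IMP-1 inhibition derived from blank-referenced optical density · Controls – Enzyme-plus-DMSO low control, enzyme-free DMSO high control · Replication – singlicate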
M18AAP inhibitor: blocks P. falciparum M18 aspartyl aminopeptidase; inhibition, % at 7.35 µM; hit rate 1.2% among 290,000; recombinant PfM18AAP, H-Glu-NHMec fluorogenic cleavage;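 active means inhibition above the campaign mean inhibition over all tested compounds plus 3 SD, cut at about 28% in these data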;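 further: 0% = plate median of test compound wells and 100% = 2 mM ZnCl2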
FID counter: fluorescent intercalator displacement, NS3 helicase counter-screen. inhibition, % at 7.9 µM. hit rate 0.17% among 290,000. AID 1845. DNA fluorescent intercalator displacement, fluorescence; in the data active means inhibition above about 37%;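 further: 0% = vehicle and 100% = reference compound; higher means more ethidium bromide displaced from hairpin DNA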
NALP1 inh: NALP1 inhibition. S. cerevisiae NALP1/ASC/caspase-1 growth, X-gal OD620, 72 h. hit rate 0.61% among 280,000. inhibition, % at 10 µM; in the data active means inhibition mostly above about 24%, no sharp cut-off; inactive means mostly below about 32%; further: some compounds called inactive have numbers as strong as hits
UBC9 SUMO inh: blocks human SUMOylation mediated by UBC9 | P63279 | HTRF SUMOylation assay, SAE1/SAE2 + UBC9, in vitro | AID 2006 | hit rate 0.36% among 290,000 | inhibition, % at 35 µM; in the data active means inhibition above about 50%, passing the limit was not always enough; further: strong numbers were not always called active
Target sequence (P63279 whole entry, looked up): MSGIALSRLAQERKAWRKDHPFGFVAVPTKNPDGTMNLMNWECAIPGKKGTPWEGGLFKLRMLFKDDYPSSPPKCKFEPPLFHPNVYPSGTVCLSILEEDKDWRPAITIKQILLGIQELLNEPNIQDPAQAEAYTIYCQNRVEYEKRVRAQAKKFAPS
MEKK2mut PB1 HTS: signal of MEK5 binding to mutant human MEKK2 PB1 domain; bead flow cytometry, Alexa488-MEK5 binding to MEKK2 mutant; percent response, % at 10 µM; hit rate 0.35% among 290,000; AID 1530; in the data active means percent response above about 24%, passing the limit was not always enough; further: inactives centre near 1; some results filed as inactive read as strong as hits
NS3 helicase inh: blocks Hepatitis C virus NS3 helicase unwinding. NS3 helicase DNA unwinding, Cy5 molecular beacon fluorescence. inhibition, % at 10.9 µM. hit rate 0.56% among 290,000. AID 1800;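 active means inhibition above the mean of all tested compounds plus 3 SD, set per campaign, cut at about 35% in these data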;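 further: 0% = DMSO wells and 100% = thioflavine S control wells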
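Assay system – hepatitis C virus NS3 helicase domain fragment enzyme · Buffer or medium – MOPS pH 6.5, MgCl2, DTT, Tween20, BSA · Reagent – Cy5/quencher beacon DNA duplex and ATP to start · Compound – single 10.9 µM dose · Timing – 1 h at 25 °C · Technique – Cy5 beacon fluorescence read at start and 1 h · Measure – % inhibition of unwinding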
VIM-2 inh: inhibitors of Pseudomonas aeruginosa VIM-2 metallo-beta-lactamase. AID 1527. inhibition, % at 5.6 µM. hit rate 0.89% among 290,000. purified VIM-2, nitrocefin hydrolysis, epi-absorbance fluorescence;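 active means inhibition above the mean of all tested compounds plus 3 SD, cutoff set per screening run, cut at about 7.5% in these data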;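 further: red hydrolysis product quenches plate fluorescence so inhibitors raise well fluorescence; 0% = enzyme with DMSO and 100% = DMSO without enzyme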
MEKK2 WT-MEK5: raises or lowers MEK5 binding to wildtype human MEKK2 PB1 domain | bead flow cytometry, Alexa488-MEK5 binding to MEKK2 WT; actives lie on both sides | binding response (% of control), % at 10 µM | hit rate 1.1% among 290,000 | Q9Y2U5; in the data active means binding response below about 67% or above about 130%
* marks the source's active call; other numbers are inactive results; / = not tested or not shown. Random draw from the library (roughly 4.7% active in at least one column).

Structure	IMP-1 inh	M18AAP inhibitor	FID counter	NALP1 inh	UBC9 SUMO inh	MEKK2mut PB1 HTS	NS3 helicase inh	VIM-2 inh	MEKK2 WT-MEK5
COC(=O)c1ccc(NC(=O)c2ccc(NC(=O)C3CCCO3)cc2)cc1 (stereo not drawn)	-4.2	-12	-12	1	3	-1	-7	0.8	97
COc1ccc(-c2noc(-c3ccccc3Cl)n2)cc1OC	-5.0	-3	-7	/	14	3	-11	-0.2	106
COC(=O)CCSc1nccn1Cc1ccccc1	-2.4	1	0	5	-21	-5	-8	1.2	92
O=C(OCc1cncs1)c1ccccc1Cl	-1.3	-3	1	17	2	12	1	-0.8	112
Cc1ccc(Cn2cccc(NC(=O)CCC3CCCC3)c2=O)cc1	-1.9	1	-23	/	-31	1	-10	-2.1	93
CC(Oc1ccccc1Cl)C(=O)N(Cc1cccs1)C1CCS(=O)(=O)C1 (stereo not drawn)	-2.1	-12	-28	19	0	2	-1	-0.9	98
Cc1sc(NC(=O)COc2ccccc2)c(C#N)c1C	-3.1	9	-1	13	10	-1	7	-1.2	102
CC(C(=O)OCC(=O)c1ccc(F)cc1)N1C(=O)C2C3C=CC(C3)C2C1=O (stereo not drawn)	-2.4	-3	-14	11	1	-3	2	-0.8	100
O=C(N/N=C/c1cccc([N+](=O)[O-])c1)c1ccc2nc[nH]c2c1	-3.3	-4	2	-7	14	6	7	-2.3	109
O=S(=O)(Nc1ccc(N2CCCCC2)cc1)c1cccc2cccnc12	-4.9	10	2	/	0	-9	-8	-0.8	86
C/C(=N\NC(=O)c1c(Br)c(C)nn1C)c1cccc(NC(=O)C2CCC2)c1	-4.5	-3	-15	-2	22	/	8	-3.0	/
CCCOc1ccc(N2C(=O)CC(SC(=NC)Nc3ccc(F)cc3)C2=O)cc1 (stereo not drawn)	-4.2	1	-2	11	15	6	-4	-3.0	107

An excerpt from above in order of the IMP-1 inh value, smallest number first.
smiles	IMP-1 inh
COc1ccc(-c2noc(-c3ccccc3Cl)n2)cc1OC	-5.0
CC(C(=O)OCC(=O)c1ccc(F)cc1)N1C(=O)C2C3C=CC(C3)C2C1=O (stereo not drawn)	-2.4
O=C(OCc1cncs1)c1ccccc1Cl	-1.3

Continuation:
Structure	IMP-1 inh	M18AAP inhibitor	FID counter	NALP1 inh	UBC9 SUMO inh	MEKK2mut PB1 HTS	NS3 helicase inh	VIM-2 inh	MEKK2 WT-MEK5
CSCCC(NC(=O)C1CCC(C)CC1)C(=O)NCCN1CCOCC1 (stereo not drawn)	-3.0	-3	7	9	17	-1	8	-2.9	97
CCCNC(=O)c1csc2c1CCCCC2	-3.0	-5	-5	0	12	-10	-13	-1.1	88
Cc1occc1C(=O)N/N=C/c1sc(N2CCOCC2)nc1-c1ccccc1	-3.5	3	-33	-10	-2	-1	-2	-4.5	100
Cc1ccccc1OCC(=O)NNC(=O)Nc1ccccc1	-4.0	4	-12	3	0	-13	-3	-1.9	80
Cc1ccc2cc(CN(CC(C)C)S(=O)(=O)c3cccc4nonc34)c(=O)[nH]c2c1	0.2	0	-19	1	6	-1	10	-2.1	93
Cc1ccc(NC(=O)COC(=O)c2ccccc2Cl)cc1S(=O)(=O)N(C)C	-3.6	6	-20	-18	-11	-1	-3	-4.0	109
COc1ccc(-c2ocnc2C(=O)Nc2ccc3c(c2)CCC3)cc1	-2.4	0	-10	5	6	-3	-14	-4.0	98
CCOC(=O)C(N)CSC1CC(=O)N(CCc2ccccc2)C1=O (stereo not drawn)	0.7	4	6	5	-8	-2	0	4.1	93
CCCCCOc1ccc(/C(C)=N/NC2=NCCN2)cc1	-2.9	0	16	17	5	20	-38	-1.8	148*
N=c1nc(SCCC(=O)O)ss1	-3.0	-11	0	16	-6	2	7	-2.9	98
CN1CCc2ccccc2CC1=O	-1.4	-2	-3	18	-12	1	-1	-2.9	102
CCS(=O)(=O)c1ccc2oc(SCC(=O)NCCC3=CCCCC3)nc2c1	-1.2	-5	-24	1	1	10	-5	0.3	104

Full records, quoted from the list. Order of screens: IMP-1 inh | M18AAP inhibitor | FID counter | NALP1 inh | UBC9 SUMO inh | MEKK2mut PB1 HTS | NS3 helicase inh | VIM-2 inh | MEKK2 WT-MEK5
CCCCCOc1ccc(/C(C)=N/NC2=NCCN2)cc1 reads -2.9 | 0 | 16 | 17 | 5 | 20 | -38 | -1.8 | 148*
COC(=O)CCSc1nccn1Cc1ccccc1 reads -2.4 | 1 | 0 | 5 | -21 | -5 | -8 | 1.2 | 92

(more compounds)
Structure	IMP-1 inh	M18AAP inhibitor	FID counter	NALP1 inh	UBC9 SUMO inh	MEKK2mut PB1 HTS	NS3 helicase inh	VIM-2 inh	MEKK2 WT-MEK5
CCOC(=O)C1CCN(C(=O)c2cc3ccc(OC)cc3[nH]2)CC1	-0.1	-4	-28	18	-3	1	-9	0.0	108
Cc1cc(S(=O)(=O)N2CCOCC2)ccc1NC(=O)c1ccc(F)cc1	-1.4	-10	-6	25	3	0	-15	1.2	101
Cc1nc2ccccc2n1C(=O)c1ccc(Cl)cc1[N+](=O)[O-]	-1.3	-5	-1	19	10	3	-9	-2.9	105
Cc1cccc(N(Cc2ccccc2)C(=O)CCl)c1	-3.0	9	-5	-13	9	-4	2	-2.8	97
Cc1cccc(N2CC(C)Cn3c2nc2c3c(=O)n(CC(=O)OCc3ccccc3)c(=O)n2C)c1 (stereo not drawn)	-0.3	-4	-8	1	16	2	5	-0.7	100
Cc1cc(-c2cccs2)c(C#N)c(=S)[nH]1	-3.6	16	0	-22	8	-4	16	-3.1	100
Cn1c(=O)c2c([nH]c(OCc3ccc(Cl)cc3Cl)[n+]2Cc2ccc(F)cc2)n(C)c1=O	-2.4	-1	-5	/	3	-1	-1	-0.9	99
O=[N+]([O-])c1cc(Cl)ccc1-c1nc(-c2ccncc2)no1	-1.1	-1	1	28	5	-5	-7	-1.6	103
O=C(O)C1CSC2(c3ccc4c(c3)OCCO4)CCC(=O)N12 (stereo not drawn)	-2.6	2	0	7	21	4	-13	5.2	104
O=[N+]([O-])c1ccc(NNC(=S)Nc2ccc(F)cc2)cc1	-0.8	29*	3	-10	8	-3	4	-4.3	99
Cc1noc(NS(=O)(=O)c2ccc(NC(=O)c3ccc(N4C(=O)c5ccccc5C4=O)cc3)cc2)c1C	-3.3	3	-22	7	5	-1	2	-1.5	106
COc1ccc(C2(C(=O)Nc3ccc(C(=O)N4CCOCC4)cc3)CCOCC2)cc1	-1.2	0	-12	-3	22	6	-5	-2.7	104
CCOC(=O)c1ccc(NC(=S)NCCc2ccc(F)cc2)cc1	-4.0	-13	-11	-6	-6	-4	-1	-3.0	99
Cc1cc(C)nc(NC(=O)Nc2ccc(F)cc2F)n1	-2.8	0	-6	4	8	5	-1	-0.8	110
COc1ccc(/C=C(\C#N)C(=O)OC2CCOC2=O)cc1 (stereo not drawn)	-2.5	7	-3	-13	-1	0	1	-3.4	99
O=C(CCNC(=O)c1ccccc1)Nc1cccnc1	-2.6	1	-1	3	12	9	-5	-3.5	101
CC1(C)CC(=O)C=C(Nc2ccc(S(N)(=O)=O)cc2)C1	-1.4	0	0	2	6	2	-3	-1.6	105
CCOC(=O)C1CCCN(C(=O)c2cc(-c3ccc(F)cc3)nc3ccccc23)C1 (stereo not drawn)	-2.6	2	-34	-7	-7	0	1	-2.6	105
CNc1csc(C)c(C)c1=O	-0.1	-4	0	22	1	2	-3	3.4	98
CCOC(=O)c1cncc(C#CCO)c1	-2.2	0	-2	-9	18	5	-11	-1.2	106
Cc1ccc2c(c1)sc(=NC(=O)C1CC1)n2C	-2.9	-2	-10	/	14	1	3	-2.1	105
CSc1ccc(CNC(=O)C2CCC(=O)N(CCc3cccc(F)c3)C2)cc1 (stereo not drawn)	-3.1	4	-42	5	-2	2	4	-0.1	100
CC(=O)N1CCC(N(CCN2CCOCC2)C(=S)Nc2cccc(C)c2C)CC1	-5.3	4	-6	4	2	0	10	-2.8	113
CCCCCC(=O)N/N=C/c1ccco1	0.3	-4	-3	1	12	-1	11	-1.8	100
Cc1nc2cc(-c3ccc(Cl)cc3)nn2c(C)c1CCC(=O)NCc1ccco1	-3.1	8	-5	-17	14	15	5	0.6	116
CCN1C=C(C(=O)OC)C(c2cccc(OC)c2OC)C(C(=O)OC)=C1	-1.2	1	-10	7	16	5	2	-0.7	103
Cc1ccccc1NC(=S)N(CCN(C)C)C(C)c1ccco1 (stereo not drawn)	-2.2	-1	-1	7	-7	1	7	-2.8	104
O=C1CN(Cc2cc(=O)oc3cc4c(cc23)CCC4)CCN1	-0.8	6	-1	-22	-11	1	13	0.8	108
CC(=O)C1=C(O)C(=O)N(C2CCCCC2)C1c1ccccc1 (stereo not drawn)	-2.5	5	-14	-6	-20	2	3	-1.5	105
CN(C)CCN1C(=O)C(O)=C(C(=O)c2cc3ccccc3o2)C1c1ccc(N(C)C)cc1 (stereo not drawn)	-0.5	12	-2	15	4	6	20	-0.5	112
CC1CCCCC1NC(=O)C1CCN(S(=O)(=O)N2CCC3(CC2)OCCO3)CC1 (stereo not drawn)	-1.2	-6	-16	17	25	6	2	-1.5	100
CCOC(=O)c1c(-c2ccccc2)csc1NC(=O)COc1ccc2c(C)cc(=O)oc2c1	-2.3	-12	1	11	-13	-3	-5	-0.7	89
COc1cc(C=C2C(=O)c3ccccc3C2=O)ccc1O	-4.0	10	-6	-11	15	9	8	-2.9	99
CCN(CC)c1ccc(C(=O)OCc2cc(=O)oc3cc(O)ccc23)cc1	-0.2	6	-14	13	8	6	11	-6.6	105
N/C(=N/OS(=O)(=O)c1ccc([N+](=O)[O-])cc1)c1ccncc1	-1.9	1	0	3	12	-9	0	-1.8	98
COC(=O)C1=C(Nc2cc(Cl)cc(Cl)c2)CSC1	-3.5	-5	-3	/	1	-31	-12	-3.1	92
CCc1nnc(NC(=O)CSc2nnc(Cc3cccn3C)n2CCOC)s1	-4.2	4	-20	-9	13	8	4	-5.0	104
Cc1ccc(S(=O)(=O)N2CC=C(C(=O)NCc3ccc(F)cc3)CC2)cc1	-3.0	11	-22	26	-3	-2	-6	-2.6	103
O=C(CCN1C(=O)/C(=C/C=C/c2ccccc2)SC1=S)Nc1nc2ccccc2s1	-1.4	2	3	26	15	-5	15	-4.0	70
Cc1cc(NS(=O)(=O)c2ccc(NC(=O)NC(C)(C(F)(F)F)C(F)(F)F)cc2)no1	-1.4	4	0	14	25	9	5	-2.0	109
O=C(CSc1ccccc1C(=O)O)NC12CC3CC(CC(C3)C1)C2	-2.4	-2	-10	-5	8	13	4	-1.5	105
COc1ccc(OC)c(NC(=O)CSc2nnc(-c3cccnc3)s2)c1	-1.8	-2	-8	8	13	-3	-11	0.0	95
O=C(N/N=C1\NC(=O)C(CO)(CO)S1)c1ccccc1	-2.1	1	-5	7	7	2	1	-3.2	102
Oc1ccc(-c2cn3c(n2)SCC3)cc1O	-3.6	73*	-13	6	35	1	15	0.0	100
C(=N\n1c2ccccc2c2ccccc21)/c1ccccc1	-2.5	-3	3	11	9	1	-6	-3.3	109
